From PubChem
EP2 mod: modulators of human EP2 prostaglandin E2 receptor; P43116; EP2-expressing cells, cAMP HTRF FRET, PGE2 co-stimulation; induction, % at 25 µM; 260,000 tested, 0.83% active; AID 940;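 active = compounds whose cAMP rise, as percent of the full-agonist control response, exceeds 60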;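 also: rat C6 glioma line stably carrying human EP2 under a CMV promoter; the protocol text gives 20 µM as final concentration; 100% = response of wells given 1 µM PGE2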
Target sequence (P43116 whole entry, looked up): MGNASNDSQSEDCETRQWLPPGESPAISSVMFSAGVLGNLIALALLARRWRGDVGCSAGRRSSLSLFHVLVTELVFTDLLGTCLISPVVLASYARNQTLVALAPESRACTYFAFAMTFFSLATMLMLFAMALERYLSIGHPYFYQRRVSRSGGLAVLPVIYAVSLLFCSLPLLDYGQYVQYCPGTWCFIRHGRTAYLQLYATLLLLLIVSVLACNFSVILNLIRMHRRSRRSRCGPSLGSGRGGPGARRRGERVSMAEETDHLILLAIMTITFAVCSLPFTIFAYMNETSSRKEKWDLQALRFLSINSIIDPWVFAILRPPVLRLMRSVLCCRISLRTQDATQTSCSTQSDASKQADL
Runt-CBFb FRET: blocks binding of human RUNX1 Runt domain to CBFb. Cerulean-Runt/Venus-CBFb FRET ratio 530/480, 1 h. inhibition, % at 20 µM. 220,000 tested, 0.46% active;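 active = inhibition over about 50% at 20 µM in the single-dose screen, limit read from the data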;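 also: 0% = DMSO wells and 100% = excess unlabeled CBFb competitor control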
Target sequence (Q01196 whole entry, looked up, the tested form may be a part): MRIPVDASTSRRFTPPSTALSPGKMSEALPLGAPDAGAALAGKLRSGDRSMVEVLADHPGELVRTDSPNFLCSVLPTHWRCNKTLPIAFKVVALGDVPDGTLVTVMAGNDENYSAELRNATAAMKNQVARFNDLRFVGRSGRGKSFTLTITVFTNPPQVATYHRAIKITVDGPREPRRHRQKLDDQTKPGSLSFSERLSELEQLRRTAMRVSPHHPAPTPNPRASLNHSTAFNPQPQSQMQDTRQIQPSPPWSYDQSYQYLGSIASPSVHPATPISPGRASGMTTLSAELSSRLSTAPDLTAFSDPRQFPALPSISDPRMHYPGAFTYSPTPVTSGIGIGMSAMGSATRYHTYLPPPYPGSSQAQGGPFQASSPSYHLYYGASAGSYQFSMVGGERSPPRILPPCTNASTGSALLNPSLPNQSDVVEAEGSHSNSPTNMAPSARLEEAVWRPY
Target sequence (Q13951 whole entry, looked up, the tested form may be a part): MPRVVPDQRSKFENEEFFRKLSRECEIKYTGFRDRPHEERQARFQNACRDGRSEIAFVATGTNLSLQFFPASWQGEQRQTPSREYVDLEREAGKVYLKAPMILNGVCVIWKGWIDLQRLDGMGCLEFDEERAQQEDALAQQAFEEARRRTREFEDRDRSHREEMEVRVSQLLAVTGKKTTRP
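Measured by: fluorescence energy transfer, 422 nm excitation, 530/480 nm emission; test system: Cerulean-tagged RUNX1 Runt domain (FRET donor) fusion protein; buffer or medium: Tris pH 7.5 buffer with BSA; compound: one dose, 20 µM compound, 1% DMSO; times: two 1 h room-temperature incubations shielded from light; benchmarks: unlabeled CBFb 5 µM, positive control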
EP2 antag: blocks the human prostaglandin E2 receptor EP2 | P43116 | C6 glioma cells expressing human EP2, cAMP TR-FRET; cells stimulated with saturating PGE2 | inhibition, % at 25 µM | 260,000 tested, 0.52% active | AID 1422;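 active = percent inhibition above 40 after rounding to a whole number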;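 also: rat C6 glioma host cells with rolipram phosphodiesterase inhibitor present; the protocol text gives 20 µM as final concentration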
RBBP9 inh: blocks human serine hydrolase RBBP9; recombinant RBBP9, FP-Rh probe fluorescence polarization; inhibition, % at 7.94 µM; 220,000 tested, 0.2% active; AID 1515;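 active = inhibition above the campaign mean of all tested compounds plus 3 SD, cut at about 14% in these data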;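 also: plate controls were DMSO wells with RBBP9 for no effect and wells lacking RBBP9 protein for full effect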
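Test system: recombinant human RBBP9. Quantity: 2.5 µM RBBP9 dispensing solution, before mixing. Detection: FP readout at 525/598 nm. Reagent: Serine-hydrolase probe FP-Rh, 375 nM pre-mixing. Measure: % inhibition. Control set: DMSO-treated enzyme wells and wells lacking RBBP9. Buffer or medium: Tris-NaCl-Pluronic buffer, pH 8.0. Times: preincubation 30 min plus labeling 45 min at 25 °C.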
TNF death inh: TNF-alpha cell death inhibition in Jurkat FADD-/- cells. Jurkat FADD-/- TNF necroptosis rescue, ATP luminescence, 24 h; 0 = TNF only, 100 = no-TNF cells. activation (protection from cell death), % at 10 µM. 220,000 tested, 0.068% active. AID 463075;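 active = activation, meaning protection from cell death, of at least 50% relative to plate controls; inactive = activation below 50%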;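 also: necroptosis triggered by 40 ng/mL TNF-alpha added together with compound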
Hck-Nef inh: inhibitors of human Hck kinase activated by Nef; P08631; Recombinant Hck-YEEI plus Nef, Z-Lyte FRET kinase assay; inhibition, % at 20 µM; 220,000 tested, 0.68% active;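 active = Hck-Nef kinase inhibition above about 50%, limit read from the data; inactive = inhibition below that limit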;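 also: 0% = DMSO with Hck plus Nef and 100% = Hck alone without Nef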
zVAD death inh: blocks zVAD induced death of L929 cells; L929 zVAD necroptosis rescue, ATP luminescence, 24 h; with zVAD 60 µM; viability rescue, % at 10 µM; 220,000 tested, 0.38% active; AID 1377;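 active = activation, scaled between plate controls, above about 75%, limit read from the data; inactive = activation under that limit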;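 also: 0% = zVAD with DMSO and 100% = DMSO alone without zVAD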
PERK inh: blocks human PERK kinase; 220,000 tested, 0.17% active; Q9NZJ5; CHO PERK-DD fusion, SEAP luminescence translation reporter; inhibition, % at 5.6 µM;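 active = inhibition above the mean inhibition of all tested compounds plus 3 SD, set separately per screening campaign, cut at about 2.9% in these data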;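 also: PERK kinase domain activated by AP20187 dimerizer at 100 nM; 0% = DMSO with dimerizer and 100% = rapamycin at 8.4 µM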
Runt-SMMHC FRET: blocks binding of human RUNX1 Runt domain to CBFb-SMMHC; inhibition, % at 20 µM; Q01196+Q13951; AID 1434; Cerulean-Runt/Venus-CBFb-SMMHC FRET ratio 530/480, 1 h; 220,000 tested, 0.74% active;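 active = mean inhibition across duplicate retests at 20 µM reaching about 50%, limit read from the data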;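 also: 0% = DMSO wells and 100% = wells with excess untagged CBFb-SMMHC; inhibitors lower the FRET ratio by blocking Runt binding to CBFb-SMMHC; some results filed as inactive read as strong as hits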
The depositor's hits bear a star; · = no result given; & = joins results of further samples. Not all compounds are listed; rates above refer to the full screens.

SMILES	EP2 mod	Runt-CBFb FRET	EP2 antag	RBBP9 inh	TNF death inh	Hck-Nef inh	zVAD death inh	PERK inh	Runt-SMMHC FRET
Cn1cc(C(=O)NCc2ccc(F)cc2)cn1	27	-3	2	-7	1.6	9	1.7	0.8	1
CCOC(=O)/C(=C\c1ccc(OC(F)F)cc1)C1=Nn2c(nnc2-c2ccc(Cl)cc2)SC1	5	-6	7	-2	-10	3	-1.0	-0.9	0
O=C(NCc1cccnc1)c1ccc2c(c1)N(Cc1ccccc1)CCS2	9	0	3	-3	-3.0	-2	1.1	0.9	-7
Cc1ccc(Cn2c(Sc3ncccn3)nc3c2c(=O)[nH]c(=O)n3C)cc1	9&1	-1	8&11	-8	-5.0	-4	2.5	-0.4	4
CCCCSc1nc2c(c(=O)n1CC)SC(C)C2 (stereo not drawn)	24	0	9	-2	-2.1	-3	0.0	1.2	-2
O=C(c1ccc2nc3ccc(Cl)cc3c(=O)n2c1)N1CCOCC1	-11	12	6	-7	3.0	6	-0.2	-1.1	37
Cc1ccc(Cn2ccc(NC(=O)c3nn(C)cc3[N+](=O)[O-])n2)cc1	-42	-2	3	-2	-1.3	7	-0.1	0.9	-4
O=C(NCc1nc(-c2ccc(C(F)(F)F)cc2)no1)Nc1cc(Cl)cc(Cl)c1	5	1	8	-9	-0.9	11	0.2	1.2	1
Cc1ccc(S(=O)(=O)/N=C2\SC(CC(=O)Nc3ccc(F)cc3)C(=O)N2c2ccccc2)cc1 (stereo not drawn)	-13	0	6	-9	1.2	2	0.4	-0.1	-5
Cc1noc(C)c1COC(=O)CCc1ccc(S(=O)(=O)N2CCCCC2)cc1	7	-1	18	-3	0.2	0	0.2	-1.1	3
CCN(CC)CCOC(=O)c1ccc(NC(=O)CNC(=O)c2ccccc2)cc1	-12	·	4	1	0.1	-5	2.8	2.0	0
Cc1ccc(N=Nc2c(N)nn(-c3ccccc3)c2N)cc1	-70	-7	8	-7	-3.7	4	0.5	-0.2	-3
Cc1oncc1C(=O)NC(C)C	8	0	13	-5	0.1	1	-0.5	1.2	-1
Cc1nc(N)nc(OCC(F)(F)C(F)F)c1Br	7	-4	10	-6	-1.3	0	0.0	0.2	14
CCn1c(Cc2ccccc2)nnc1SCC(=O)Nc1ccccc1N1CCOCC1	34	-1	3	-16	-0.8	3	-1.0	-1.4	2
COc1ccccc1Nc1nc(N)nc(-c2oc3ccccc3c2C)n1	-22	-2	9	-10	0.6	0	0.9	0.9	-3
CCOC(=O)C1=C(C)NC(=O)NC1/C(C)=C/c1ccccc1 (stereo not drawn)	15	-2	9	-5	1.3	-4	2.8	0.4	0
COc1ccccc1-n1c(C)cc(SC)c(C(C)=O)c1=S	24	-2	11	0	-0.8	6	-0.1	-0.4	-2
Nn1c(COc2ccccc2)nnc1SC(F)F	36	3	4	0	0.9	1	0.0	1.5	0
CCC[C@@H]1C[C@@H](C(=O)N[C@H]([C@@H](C)O)[C@H]2O[C@H](SC)[C@H](O)[C@@H](O)C2O)N(C)C1 (stereo partly drawn)	13	-1	·	-9	1.8	-4	1.7	0.1	-2
COC(=O)CN1C(C)=Nc2ccc(Br)cc2C1c1ccccc1 (stereo not drawn)	-7	1	11	-4	1.2	0	0.0	0.2	2
NCCOc1cnn(-c2ccccc2Cl)c(=O)c1Cl	9	-2	17	-5	1.0	3	·	1.2	0
Nc1cc(=O)[nH]c(SCc2ccc(Cl)cc2)n1	10	2	3	3	0.3	-2	-0.6	1.2	-2
O=C1NC(c2ccc(-c3ccccc3[N+](=O)[O-])o2)C(C(=O)c2ccccc2)C(O)(C(F)(F)F)N1 (stereo not drawn)	28	9	6	-8	5.4	3	-0.1	-0.3	5
Fc1ccc(N2N=C(c3cccs3)CC2c2ccco2)c(F)c1 (stereo not drawn)	64*	4	6	2	-2.7	15	0.2	0.4	9
CC(C)CC(=O)N(Cc1ccc(F)cc1)C1CCS(=O)(=O)C1 (stereo not drawn)	8	-1	10	-5	-1.5	0	0.3	-0.2	3
O=C(Cn1cnc2cc([N+](=O)[O-])ccc2c1=O)NCc1ccccc1	-3	2	6	2	1.5	4	0.3	1.9	4
O=S(=O)(c1ccc(Cl)cc1)n1ccc(-c2cccc(OCc3c(F)cccc3Cl)c2)n1	-5	1	13	-8	-1.6	1	0.0	0.7	6
COc1cccc(CN2CCN(Cc3nc(C(C)C)cs3)CC2CCO)c1 (stereo not drawn)	-25	·	14	-7	-0.3	20	1.9	0.9	·
O=C(Nc1ccc(C(=O)Oc2ccccc2)c(O)c1)c1ccco1	-29	0	3	-14	-3.0	-1	-0.3	-0.2	-9
CC(=O)NC1=NN(C(C)=O)C(c2ccc(F)cc2)S1 (stereo not drawn)	-2	1	5	6	0.7	2	0.3	0.3	2
Cc1cc(C)c(-c2csc(NC(=O)C3=NN(c4ccccc4)C(=O)CC3)n2)c(C)c1	0	-1	8	-2	-8.1	1	-0.8	0.3	-69
COc1ccc(/C=N/NC(=O)Cn2c(Cc3ccc(OC)c(OC)c3)nc3ccccc32)cc1	9	1	2	-7	2.4	2	-0.3	0.0	7
Nc1c(C(=O)NCCN2CCOCC2)c2nc3ccccc3nc2n1-c1ccccc1	-2	47	9	-9	-8.6	37	-0.1	-0.9	98*
COc1ccc(NC(=O)CSc2nc3ccccc3c(=O)n2CCNC(C)=O)c(OC)c1	-25	-2	4	-1	0.0	8	-0.3	0.4	3
CCN(CC)S(=O)(=O)c1ccc(Cl)c(NC(=O)COc2ccccc2[N+](=O)[O-])c1	4	-3	6	1	1.4	3	1.2	0.5	3
O=C(O)c1ncsc1-c1ccccc1	7	11	8	1	1.9	-2	0.2	1.4	-2
O=C(CN1CCOCC1)NN1CC(=O)N(c2ccc(Cl)cc2)CC1=O	6	0	9	0	0.1	7	0.1	0.7	2
O=C(CC1OC(=O)c2ccccc21)Nc1ccccc1N1CCOCC1 (stereo not drawn)	-5	-1	15	0	-2.6	1	0.2	0.1	0
COc1cc(C(=O)Nc2oc(-c3ccccc3)c(-c3ccccc3)c2C#N)cc(OC)c1OC	-6	1	9	-15	2.6	-9	0.1	-0.1	-5
C=C(C)CC1(NC(C)c2ccccc2)CCCCC1 (stereo not drawn)	49	-1	1	-7	1.3	-4	0.3	-0.1	3
CCN(CC)CCn1c(NCc2ccc(C)o2)nc2ccccc21	-4	2	·	-13	-2.5	-1	2.1	-0.6	4
CCN(CC(=O)Nc1ccc(NC(C)=O)cc1)CC(=O)Nc1ccc(F)c(Cl)c1	-69	1	9	-8	2.7	23	5.0	0.4	2
CN(CCO)c1cc(N2CCCCC2)c2nonc2c1[N+](=O)[O-]	-22	-7	7	-3	1.5	22	0.4	0.5	-16
N#C/C(=N\Nc1cccc([N+](=O)[O-])c1)C(=O)c1ccc(Br)cc1	-18	-5	11	-5	-5.6	15	2.7	1.1	-8
CCOC(=O)CSc1nc(C2CC2)cc(-c2ccc(Cl)cc2)c1C#N	39	1	14	3	1.8	4	0.9	0.4	-3
OCCC1CN(CCCc2ccccc2)CCN1Cc1ccccc1 (stereo not drawn)	-26	7	9	2	2.1	-5	-0.2	-1.3	-2
CCN1CCN(C(=O)c2sc3nc(C)nc(N4CCC(C)CC4)c3c2C)CC1	-11	-5	9	-5	0.9	-7	2.5	-0.7	-2
COc1cc2c(cc1OC)C(C)N(C(=O)Cn1ncc3c1-c1cc(C)ccc1OC3)CC2 (stereo not drawn)	7	-2	10	-4	1.1	20	-0.2	-0.5	0
N/C(=N\OC(=O)Cc1ccccc1[N+](=O)[O-])c1ccccn1	11	1	7	3	-0.3	-3	7.6	2.3	0
COc1cc(C)c(Cl)cc1S(=O)(=O)n1ccnc1C	25	1	11	9	0.5	1	-0.7	0.7	-6
O=C(Oc1cccc([N+](=O)[O-])c1)N1CCCCC1	-39	0	5	16*	5.3	1	0.1	2.2	4
O=C(Nc1ccc(Oc2ncnc3cc(Cl)ccc23)nc1)c1ccc(F)cc1	-7	-1	25	-5	1.7	5	0.4	0.2	2
CCn1c(COc2cccc(OC)c2)nnc1SCC(=O)N1CCOCC1	-1	0	5	-3	0.8	0	0.6	0.6	0
CN(Cc1ccccc1)C(=O)c1ccccc1Br	34	-1	14	-3	3.1	1	0.2	0.8	-5
COc1ccc(C(=O)N/C(=C\c2cccc3ccccc23)C(=O)NCCc2c[nH]c3ccccc23)cc1OC	29	-1	9	-10	0.5	1	1.6	-1.8	-8
COc1ccc(NC(=O)CN(C2CCCCC2)S(C)(=O)=O)cc1Cl	8	2	13	-6	0.4	-19	0.8	-1.5	4
Cc1ccc(Cn2ccc(NC(=O)c3cc(-c4ccc(Br)cc4)on3)n2)cc1	2	2	12	-5	0.0	5	0.4	1.4	5
CCCCc1nc(SCC(=O)Nc2ccc(S(N)(=O)=O)cc2)n[nH]1	9	-1	8	-8	-0.1	9	0.8	1.3	2
O=c1c2ccccc2ncn1-c1ccccc1F	-1	0	4	-7	-1.8	-6	1.0	-0.7	-3

Of the compounds above, these have an NH in an aromatic ring.
SMILES	EP2 mod	Runt-CBFb FRET	EP2 antag	RBBP9 inh	TNF death inh	Hck-Nef inh	zVAD death inh	PERK inh	Runt-SMMHC FRET
Cc1ccc(Cn2c(Sc3ncccn3)nc3c2c(=O)[nH]c(=O)n3C)cc1	9&1	-1	8&11	-8	-5.0	-4	2.5	-0.4	4
Nc1cc(=O)[nH]c(SCc2ccc(Cl)cc2)n1	10	2	3	3	0.3	-2	-0.6	1.2	-2
COc1ccc(C(=O)N/C(=C\c2cccc3ccccc23)C(=O)NCCc2c[nH]c3ccccc23)cc1OC	29	-1	9	-10	0.5	1	1.6	-1.8	-8
CCCCc1nc(SCC(=O)Nc2ccc(S(N)(=O)=O)cc2)n[nH]1	9	-1	8	-8	-0.1	9	0.8	1.3	2

The listing continues:
SMILES	EP2 mod	Runt-CBFb FRET	EP2 antag	RBBP9 inh	TNF death inh	Hck-Nef inh	zVAD death inh	PERK inh	Runt-SMMHC FRET
CC(=O)Nc1cccc(N(C(=O)C2COc3ccccc3O2)C(C(=O)NC2CCCCC2)c2cn(C)nc2C)c1 (stereo not drawn)	10	-2	6	-5	0.4	15	1.9	-0.8	1
CCOc1ncccc1C(=O)OCC(=O)c1ccc(Cl)s1	10	1	18	7	0.3	0	-0.7	0.5	-3
CSc1cccc(NC(=O)c2ccccc2N(C)S(C)(=O)=O)c1	1	0	10	-5	0.1	-14	0.5	-0.5	3
NC(=O)NOCc1cccc(Cl)c1	23	-1	10	-2	5.5	1	2.0	1.6	1
O=C(c1ccc(N2C(=O)C3CC=C(Cl)CC3C2=O)cc1)N1CCCCC1 (stereo not drawn)	-17	-1	11	0	-1.7	1	-0.8	0.6	-3
Cc1ccc(S(=O)(=O)CC(C)(O)CS(=O)(=O)c2ccc(C)cc2)cc1	-21	0	9	1	-1.4	8	-0.6	0.4	-1
